ROS inducer: inducers of reactive oxygen species in cancer cells. actives 2% (n = 46,000). AID 624156. U2OS ROS induction, H2DCF-DA fluorescence. ROS induction (% of piperlongumine), % at 10 µM; in the data active means ROS induction above about 79%, passing the limit was not always enough;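 further: 0% = DMSO vehicle median and 100% = reference compound median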
Starred values were filed as active, the others as inactive.

The opening 5 entries as a preview:
SMILES	ROS inducer
Cc1noc(C)c1S(=O)(=O)Nc1ccc2c(c1)C(=O)N([C@@H](C)CO)C[C@H](C)[C@@H](CN(C)Cc1ccccc1)O2	21
Cc1ccc(S(=O)(=O)N(C)C[C@@H]2Oc3c(NC(=O)c4nc5ccccc5s4)cccc3C(=O)N([C@H](C)CO)C[C@H]2C)cc1	-1
C[C@H](CO)N1C[C@H](C)[C@@H](CN(C)S(=O)(=O)c2ccc(F)cc2)Oc2ccc(NC(=O)CCN3CCOCC3)cc2C1=O	-7
O=C(NCc1ccc(-c2cccs2)cc1)C1=Cc2ccccc2OC1	-7
C[C@H](CO)N1C[C@H](C)[C@@H](CN(C)Cc2ccccc2)Oc2c(NC(=O)C3CCCCC3)cccc2C1=O	46

The listing (from the top)
SMILES	ROS inducer
Cc1noc(C)c1S(=O)(=O)Nc1ccc2c(c1)C(=O)N([C@@H](C)CO)C[C@H](C)[C@@H](CN(C)Cc1ccccc1)O2	21
Cc1ccc(S(=O)(=O)N(C)C[C@@H]2Oc3c(NC(=O)c4nc5ccccc5s4)cccc3C(=O)N([C@H](C)CO)C[C@H]2C)cc1	-1
C[C@H](CO)N1C[C@H](C)[C@@H](CN(C)S(=O)(=O)c2ccc(F)cc2)Oc2ccc(NC(=O)CCN3CCOCC3)cc2C1=O	-7
O=C(NCc1ccc(-c2cccs2)cc1)C1=Cc2ccccc2OC1	-7
C[C@H](CO)N1C[C@H](C)[C@@H](CN(C)Cc2ccccc2)Oc2c(NC(=O)C3CCCCC3)cccc2C1=O	46
COc1ccc([Si](C)(C)[C@H]2[C@H](CC(=O)N(CCO)Cc3ccccc3)O[C@@]3(C(=O)N(C)c4ccccc43)[C@@H]2C)cc1	18
CCOc1ccc(C(=O)NC(C)c2ccccc2)cc1 (centres undefined)	-14
O=C(/C=C/c1ccccc1)Oc1ccc2ccccc2c1	-1
C/C=C/C#CC#C[C@@H](O[C@@H]1O[C@H](CO)[C@@H](O)[C@H](O)[C@H]1O)[C@H](O)/C=C/CCCO	-1
COc1ccccc1OCC(=O)Nc1sc2c(c1C#N)CCCCC2	-12
COc1ccc(S(=O)(=O)Nc2cccc3c2O[C@H](CN(C)CC2CC2)[C@H](C)CN([C@H](C)CO)C3=O)cc1	0
CC(CO)(CO)NC(=S)Nc1ccc(F)c(Cl)c1	-17
C[C@H]1CN([C@@H](C)CO)C(=O)c2cccc(NS(=O)(=O)c3ccc(F)cc3)c2O[C@H]1CN(C)C	28
O=C(Nc1ccccc1)N1c2ccccc2CCc2ccccc21	-5
CCOC(=O)C1=NN(c2ccccc2)CC1C(=O)OC (centres undefined)	-3
COc1ccc(/C=N/NC(=O)CCCCCC(=O)Nc2ccccc2O)c(OC)c1	11
CN1C(C(=O)NCC2CCCO2)=CC(c2cccs2)=NS1(=O)=O (centres undefined)	-9
COC(=O)c1c(NC(=O)CC2Sc3ccccc3NC2=O)sc2c1CCC(C)C2 (centres undefined)	4
CC1C(=O)c2cc3c(cc2CCN(C)Cc2c1ccc1c2OCO1)OCO3 (centres undefined)	1
C[C@@H]1CN([C@@H](C)CO)C(=O)c2cccc(NC(=O)Nc3ccc(C(F)(F)F)cc3)c2O[C@H]1CN(C)S(C)(=O)=O	8
Cc1ccccc1OCC(=O)NC1CCCCC1	-1
COc1cc(C2C(C#N)=C(C)Nc3oc(C)nc32)ccc1OCCN1CCOCC1 (centres undefined)	116*
Cc1ccc(S(=O)(=O)N(C)C[C@H]2OCCCC[C@@H](C)Oc3ccc(NC(=O)Nc4ccccc4)cc3C(=O)N([C@H](C)CO)C[C@@H]2C)cc1	-4
C[C@@H]1CN([C@@H](C)CO)C(=O)c2cc(NC(=O)CCC(F)(F)F)ccc2O[C@@H]1CN(C)S(=O)(=O)c1cccs1	-11
C[C@H](CO)N1C[C@H](C)[C@H](CN(C)Cc2ccncc2)Oc2ccc(NC(=O)Nc3ccccc3)cc2CC1=O	6
Continued:
SMILES	ROS inducer
COc1ccc(NC(=O)N(C)C[C@H]2Oc3c(NC(=O)Nc4ccc(F)cc4)cccc3C(=O)N([C@H](C)CO)C[C@H]2C)cc1	7
Cc1cc(C(=O)Nc2cccc3c2O[C@H](CN(C)C(=O)NC2CCCCC2)[C@@H](C)CN([C@@H](C)CO)C3=O)n(C)n1	-14
O=C(CCN1CCOCC1)N1c2ccccc2Sc2ccc(Cl)cc21	39
Cc1ccc(S(=O)(=O)Nc2cccc3c2O[C@H](CN(C)S(C)(=O)=O)[C@H](C)CN([C@H](C)CO)C3=O)cc1	45
C[C@@H]1CCCCO[C@@H](CN(C)C(=O)c2ccncc2)[C@@H](C)CN([C@H](C)CO)C(=O)c2cc(NC(=O)c3ccccc3)ccc2O1	47
COc1ccc(S(=O)(=O)Nc2ccc3c(c2)CC(=O)N([C@H](C)CO)C[C@@H](C)[C@@H](CN(C)Cc2ccc(-c4ccccc4)cc2)O3)cc1	3
C[C@@H]1CN([C@H](C)CO)C(=O)c2cccc(NC(=O)c3ccncc3)c2O[C@@H]1CN(C)Cc1ccc2c(c1)OCO2	-6
Cc1cccc(-n2cnc3cc(C(=O)NCCC4=CCCCC4)ccc32)c1	63
c1ccc(Cc2nc3ccc4[nH]snc4c3n2)cc1	18
Cc1noc(C)c1NC(=O)Nc1ccc2c(c1)CC(=O)N([C@@H](C)CO)C[C@@H](C)[C@@H](CN(C)C(=O)Nc1ccc(F)cc1)O2	-12
CCOc1ccc2c(c1)C(=O)c1cc(OCC)ccc1-2	11
C=C[C@@H](OC)[C@H](OC(=O)Nc1ccc(SC)cc1)c1ccc(OCCO)cc1	2
C[C@@H]1CN([C@@H](C)CO)C(=O)Cc2cc(NC(=O)Cc3ccccc3)ccc2O[C@@H]1CN(C)Cc1ccc(Cl)c(Cl)c1	54
CCOC(=O)c1ccc(NC(=O)CN2C(=O)CNC2=O)cc1	-22
COc1ccc(C(c2ccc3cccnc3c2O)N2CCOCC2)cc1 (centres undefined)	10
CC(C)NC(=O)N(C)C[C@H]1Oc2c(NS(C)(=O)=O)cccc2C(=O)N([C@@H](C)CO)C[C@H]1C	-9
COc1ccc(C2=Nn3c(nc4sc5c(c4c3=O)CCCC5)SC2)cc1	-6
CC(=O)O[C@@H]1[C@@H](O)[C@@H](O)[C@H](Oc2c(-c3ccc(O)cc3)oc3cc(O[C@@H]4O[C@@H](C)[C@H](O)[C@@H](O)[C@H]4O)cc(O)c3c2=O)O[C@H]1C	-4
CC(C)(C)OC(=O)NC1(/C=N/NC(=O)CCCCCCC(=O)O)CCCC1	-3
C[C@@H]1CN([C@H](C)CO)C(=O)c2cccc(NS(=O)(=O)c3cccs3)c2O[C@H]1CN(C)Cc1ccncc1	3
C[C@H](CO)N1C[C@H](C)[C@@H](CN(C)C)Oc2ccc(NC(=O)Nc3ccc(C(F)(F)F)cc3)cc2C1=O	2
C[C@@H]1CN([C@H](C)CO)C(=O)Cc2cc(NC(=O)C3CC3)ccc2O[C@@H]1CN(C)C	53
CCCc1cc(=O)[nH]c(=S)[nH]1	1
COC(=O)c1c(C)oc2ccc(N(C(=O)Oc3ccccc3)S(=O)(=O)c3ccc(C)cc3)cc12	2
COc1ccc(S(=O)(=O)N(C)C[C@@H]2Oc3ccc(NS(=O)(=O)c4ccc(Cl)cc4)cc3CC(=O)N([C@H](C)CO)C[C@H]2C)cc1	36
(list continues)
SMILES	ROS inducer
Cc1noc(C)c1NC(=O)Nc1cccc2c1O[C@H](CN(C)C(=O)NC1CCCCC1)[C@@H](C)CN([C@@H](C)CO)C2=O	-12
CN(C)C(=O)CSc1nnc(-c2ccco2)o1	-9
CC(N=C1CCCc2ccccc2N1)C(=O)O (centres undefined)	53
CC1Nc2ccc(Cl)cc2S(=O)(=O)N1 (centres undefined)	-7
C[C@@H]1CN([C@H](C)CO)C(=O)c2cc(NS(=O)(=O)c3cccs3)ccc2O[C@@H]1CN(C)S(=O)(=O)c1ccc(Cl)cc1	4
Cc1noc(C)c1NC(=O)N(C)C[C@H]1Oc2c(NC(=O)NC3CCCCC3)cccc2C(=O)N([C@H](C)CO)C[C@H]1C	-4
COc1ccc(-c2cnc3c(c2)C(=O)N([C@H](C)CO)C[C@H](C)[C@H](CN(C)Cc2cccc(C)c2)O3)cc1	9
CCn1c(SCC(=O)Nc2ccccc2)nc2ccc(I)cc2c1=O	109*
CC(C)NC(=O)Nc1ccc2c(c1)C(=O)N([C@@H](C)CO)C[C@H](C)[C@H](CN(C)Cc1ccc(C(=O)Nc3ccccc3N)cc1)O2	-4
CC(=O)Nc1ccc(S(=O)(=O)N2CCc3ccccc32)cc1	19
COc1ccc(C(=O)NCCc2c[nH]c3ccccc23)cc1[N+](=O)[O-]	41
C[C@@H]1CN([C@@H](C)CO)C(=O)CCCn2nncc2CO[C@@H]1CN(C)C(=O)CCCN(C)C	32
Cc1cc2c(=O)n(Cc3ccco3)c(SCC(=O)N3CCCc4ccccc43)nc2s1	-9
CC(c1ccccc1)n1c(SCc2cc(=O)oc3cc(O)ccc23)n[nH]c1=O (centres undefined)	5
Cc1noc(C)c1NC(=O)Nc1cccc2c1O[C@H](CN(C)C(=O)Nc1ccc(C(F)(F)F)cc1)[C@H](C)CN([C@H](C)CO)C2=O	10
O=C(O)c1cc(=O)[nH]c2c(C(F)(F)F)cccc12	-7
C[C@H]1CN([C@@H](C)CO)C(=O)Cc2cc(NC(=O)Nc3ccc4c(c3)OCO4)ccc2O[C@@H]1CN(C)Cc1ccc2c(c1)OCO2	-2
Cc1ccc(S(=O)(=O)Nc2ccc3c(c2)C(=O)N([C@H](C)CO)C[C@@H](C)[C@@H](CN(C)C(=O)Nc2ccc4c(c2)OCO4)O3)cc1	-8
Cc1cc(C(=O)Nc2cccc3c2O[C@H](CN(C)CC2CCCCC2)[C@H](C)CN([C@H](C)CO)C3=O)n(C)n1	-13
C[C@@H]1CN([C@H](C)CO)C(=O)c2cc(NC(=O)Nc3ccccc3)ccc2O[C@H]1CN(C)Cc1ccccc1	14
C[C@@H]1CN([C@H](C)CO)C(=O)Cc2cc(NC(=O)c3ccncc3)ccc2O[C@@H]1CN(C)C(=O)Nc1ccc(F)cc1	-11
C[C@@H]1CCCCO[C@@H](CN(C)CC2CCCCC2)[C@@H](C)CN([C@H](C)CO)C(=O)c2cc(NC(=O)CCC(F)(F)F)ccc2O1	12
Cc1noc(C)c1S(=O)(=O)Nc1ccc2c(c1)CC(=O)N([C@H](C)CO)C[C@H](C)[C@H](CN(C)Cc1ccc3c(c1)OCO3)O2	3
C[C@@H]1CN([C@H](C)CO)C(=O)c2cc(NS(=O)(=O)c3ccc(F)cc3)ccc2O[C@@H]1CN(C)C(=O)Nc1ccc(C(F)(F)F)cc1	28
C[C@H]1CN([C@@H](C)CO)C(=O)Cc2cc(NC(=O)CCN3CCOCC3)ccc2O[C@H]1CN(C)Cc1ccccc1	-2

Ordered by molecular weight (falling): 4 of the compounds above
SMILES	ROS inducer
Cc1noc(C)c1NC(=O)Nc1ccc2c(c1)CC(=O)N([C@@H](C)CO)C[C@@H](C)[C@@H](CN(C)C(=O)Nc1ccc(F)cc1)O2	-12
COC(=O)c1c(C)oc2ccc(N(C(=O)Oc3ccccc3)S(=O)(=O)c3ccc(C)cc3)cc12	2
CCOC(=O)C1=NN(c2ccccc2)CC1C(=O)OC (centres undefined)	-3
c1ccc(Cc2nc3ccc4[nH]snc4c3n2)cc1	18

Carrying on.
SMILES	ROS inducer
C[C@H]1CN([C@@H](C)CO)C(=O)c2cccc(NC(=O)c3ccc(-c4nccs4)cc3)c2O[C@H]1CN(C)C(=O)Nc1ccc(C(F)(F)F)cc1	16
O=C(Cc1ccc(NC2=NC3CS(=O)(=O)CC3S2)cc1)Nc1ccccc1 (centres undefined)	-15
C[C@H]1CN([C@@H](C)CO)C(=O)Cc2cc(NC(=O)C3CC3)ccc2O[C@H]1CN(C)CC1CC1	13
CC(=O)O[C@@H]1CC[C@@]2(C)C(C[C@@H](OC(C)=O)[C@@]3(C)C4=CC(=O)O[C@@H](c5ccoc5)[C@]4(C)CCC23)C1(C)C (some centres undefined)	35
CC(C)(O[C@@H]1O[C@H](CO)[C@@H](O)[C@H](O)[C@H]1O)[C@@H](O)COc1c2ccoc2cc2oc(=O)ccc12	1
COc1ccc(NC(=O)N(C)C[C@@H]2Oc3c(NS(=O)(=O)c4ccccc4)cccc3C(=O)N([C@@H](C)CO)C[C@H]2C)cc1	-7
CN1CCN(CCn2c(-c3ccc(Br)cc3)cn3c4ccccc4nc23)CC1	5
Cc1noc(C)c1S(=O)(=O)Nc1ccc2c(c1)C(=O)N([C@H](C)CO)C[C@@H](C)[C@H](CN(C)Cc1ccc(Oc3ccccc3)cc1)O2	2
O=C(NCc1ccc(Cl)cc1)c1cnn2ccccc12	-11
O=c1ncn(Cc2ccccn2)cc1-c1ccccc1	-5
Cc1noc(C)c1NC(=O)N(C)C[C@@H]1Oc2ccc(NS(=O)(=O)c3ccccc3)cc2C(=O)N([C@H](C)CO)C[C@@H]1C	-14
CC(C)NC(=O)N(C)C[C@H]1Oc2ccc(NC(=O)Cc3ccccc3)cc2CC(=O)N([C@H](C)CO)C[C@H]1C	-1
Cc1noc(C)c1NC(=O)Nc1ccc2c(c1)CC(=O)N([C@@H](C)CO)C[C@H](C)[C@H](CN(C)Cc1ccccc1)O2	-1
COc1ccc(NC(=O)Nc2ccc3c(c2)CC(=O)N([C@@H](C)CO)C[C@H](C)[C@H](CN(C)Cc2ccc(C(=O)O)cc2)O3)cc1	133*
CNC[C@@H]1Oc2c(NC(=O)c3ccncc3)cccc2C(=O)N([C@@H](C)CO)C[C@@H]1C	-9
NS(=O)(=O)c1ccc(NC(=O)CSc2nnc(-c3ccccc3Cl)n2-c2ccccc2)cc1	-1
C[C@H](CO)N1C[C@H](C)[C@@H](CN(C)S(=O)(=O)c2cccs2)OCc2cnnn2CCCC1=O	37
C[C@@H]1CN([C@H](C)CO)C(=O)c2cc(NC(=O)Cc3ccccc3)ccc2O[C@@H]1CN(C)Cc1ccc(Cl)c(Cl)c1	38
CC(=O)NCc1c(F)cccc1Cl	-4
CC(C)NC[C@@H](O)COc1ccc(CC(N)=O)cc1	3

An excerpt. The share of hits here may be higher or lower than overall.
